# MITF act = increases MITF-driven TRPM1 promoter luciferase signal. SK-MEL-5 TRPM1-promoter luciferase, 24 h; % of positive control, neutral wells = 0. activation, % at 12.5 µM. 0.75% of 300,000 active;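 active = mean activation of at least 80% with every replicate also reaching 80%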;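 note: 0% = neutral control wells and 100% = parthenolide positive control wells; values of inactives mirror those of a sister screen read the other way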
# PvdQ acylase = blocks Pseudomonas aeruginosa PvdQ acylase activity; inhibition, % at 10 µM; purified PvdQ acylase, fluorescence plate reader; 0.063% of 340,000 active; AID 488965; in the data active = inhibition above about 30%, passing the limit was not always enough;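 note: 0% = vehicle neutral wells and 100% = reference inhibitor wells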
# dFosB act = enhances mouse delta FosB homodimer DNA binding. activation, % at 25 µM. 0.99% of 340,000 active. purified delta FosB, TAMRA-CDK5 oligo fluorescence polarization; percent of positive-control signal above neutral wells. P13346;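 active = mean activation above about 17%, with every replicate also reaching it, limit read from the data, passing the limit was not always enough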;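 note: fluorescence polarization rise as delta FosB binds a TAMRA Cdk5 AP-1 oligo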
# Target sequence (P13346 whole entry, looked up): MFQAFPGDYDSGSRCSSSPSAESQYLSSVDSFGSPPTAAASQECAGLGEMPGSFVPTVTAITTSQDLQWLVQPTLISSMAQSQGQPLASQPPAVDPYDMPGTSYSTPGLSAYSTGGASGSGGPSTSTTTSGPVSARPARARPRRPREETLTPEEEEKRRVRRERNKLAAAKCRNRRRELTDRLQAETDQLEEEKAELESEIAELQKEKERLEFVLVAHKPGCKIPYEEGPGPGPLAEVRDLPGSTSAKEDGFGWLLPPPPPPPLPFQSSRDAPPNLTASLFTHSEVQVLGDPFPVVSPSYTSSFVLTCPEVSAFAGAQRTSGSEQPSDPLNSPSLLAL
# CDK5 inh = CDK5/p35 (human) kinase inhibition. inhibition, % at 10 µM. AID 488839. 0.01% of 330,000 active. Recombinant CDK5/p35, ADP-Glo luminescence, 60 min;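 active = highest replicate inhibition of at least 50% and at least 75% of replicates reaching 50%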;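 note: plate controls were DMSO neutral control for no effect and GW8510 at 10 µM for full effect; many of its hits are not listed in these tables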
# Wnt act = Wnt/beta-catenin pathway activation; activation, % at 9.35 µM; Wnt/beta-catenin reporter cell assay, activator, plate reader; AID 743398; 1.2% of 300,000 active; in the data active = activation above about 30%, passing the limit was not always enough;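 note: 0% = neutral control wells and 100% = positive control wells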
# SR-BI DiI-HDL act = enhances SR-BI lipid uptake from DiI-HDL. activation, % at 12.5 µM. AID 504775. CHO ldlA[mSR-BI] cells, DiI-HDL uptake fluorescence, 3 h; 100 = double the neutral-control signal. 0.096% of 320,000 active;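 active = mean replicate activation of at least 60% and every replicate at or above 60%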;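 note: 0% = median plate neutral-control signal and 100% = twice that signal; values of inactives mirror those of a sister screen read the other way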
#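 Material: SR-BI-overexpressing, LDLR-lacking CHO cells | Dosing: Single compound concentration, delivered by pin transfer | Probe or stimulus: Labelled HDL, 10 µg/mL | Signal: Bottom-read cell fluorescence after medium removal, ex 550/em 595 nm | Schedule: 3 h, 37 °C | Evaluation: HDL uptake via cellular fluorescence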
# HTR5A ag ctr = activates human HTR5A in OPRM1-OPRD1 agonist counter-screen | P47898 | HTR5A agonist assay, luminescence, cell-based | activation, % at 9.3 µM | 0.61% of 340,000 active | AID 504692; in the data active = activation mostly above about 9.5%, no sharp cut-off; inactive = mostly below about 7.6%;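 note: 0% = cells with vehicle only and 100% = reference agonist; strong numbers were not always called active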
# SR-BI HDL uptake = inhibitors of mouse SR-BI mediated HDL lipid uptake; inhibition, % at 12.5 µM; Q61009; AID 488896; 0.96% of 320,000 active; ldlA[mSR-BI] CHO cells, DiI-HDL uptake fluorescence, 3 h;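 active = mean replicate inhibition of at least 70% and a set share of replicates each scoring 70 or more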;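 note: 0% = median of neutral control wells and 100% = median of positive control wells; values of inactives mirror those of a sister screen read the other way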
# Target sequence (Q61009 whole entry, looked up): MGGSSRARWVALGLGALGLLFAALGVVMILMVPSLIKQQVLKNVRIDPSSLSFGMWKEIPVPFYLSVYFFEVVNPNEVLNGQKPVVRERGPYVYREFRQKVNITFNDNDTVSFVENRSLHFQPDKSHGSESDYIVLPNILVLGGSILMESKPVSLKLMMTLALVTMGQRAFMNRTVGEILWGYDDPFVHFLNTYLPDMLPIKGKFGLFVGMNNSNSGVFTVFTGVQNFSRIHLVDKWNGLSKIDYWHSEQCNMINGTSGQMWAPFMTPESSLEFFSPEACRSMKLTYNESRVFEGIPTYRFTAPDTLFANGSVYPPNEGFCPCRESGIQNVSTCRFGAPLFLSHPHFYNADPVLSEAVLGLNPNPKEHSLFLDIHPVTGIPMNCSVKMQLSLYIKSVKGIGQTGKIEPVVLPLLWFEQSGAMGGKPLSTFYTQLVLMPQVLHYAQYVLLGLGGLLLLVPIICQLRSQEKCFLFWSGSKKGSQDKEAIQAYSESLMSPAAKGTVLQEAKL
# Rtt109 HAT inh = C. albicans Rtt109 histone acetyltransferase inhibition; inhibition, % at 34.9 µM; Q5AAJ8; 0.16% of 330,000 active; purified Rtt109/Vps75, ThioGlo CoA-SH fluorescence, 4 h; AID 540336;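 active = inhibition of at least 50% in every replicate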
# cardiac RTF act = cardiac RTF calcium sensitization; 0.24% of 340,000 active; activation, % at 7.2 µM; IANBD-labeled TnC RTF fluorescence at EC20 calcium; 0% EC20 calcium, 100% full calcium; AID 493008;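 active = activation above the mean over all tested compounds plus 3 SD, cut at about 30% in these data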;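 note: rise in fluorescence read as greater calcium sensitivity of cardiac thin filaments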
# An asterisk follows results filed as active; . = no result given.
1	O=C(CN1CCc2ccccc2C1)N1CCN(S(=O)(=O)c2ccccc2)CC1
2	O=C(CSc1ccccc1F)NCCCN1CCCC1=O
3	CCCCNc1c(-c2cccc(Sc3ccc(OC)cc3)c2)nc2ccccn12
4	COCCN(C(=O)COC(=O)/C=C/c1ccc(C)o1)c1c(N)n(Cc2ccccc2)c(=O)[nH]c1=O
5	Cc1nn(C)cc1C1C2=C(CC(C)(C)CC2=O)OC2=C1C(=O)CC(C)(C)C2
6	CN1CCN(c2nc(-c3ccc(Cl)c(Cl)c3)nc3ccccc23)CC1
7	CCOc1ccccc1CNS(=O)(=O)c1cnc[nH]1
8	Cc1cnc(NC(=O)C(C)N2CCN(C)CC2)s1 (stereo unspecified)
Assay by compound,1,2,3,4,5,6,7,8
MITF act,.,-5,14,1,-2,5,-1,2
PvdQ acylase,-6,17,-1,-16,-8,-16,3,-6
dFosB act,0,-7,1,-12,-9,-10,1,0
CDK5 inh,3.0,0.4,2.0,1.0,-1.0,0.5,0.5,1.6
Wnt act,-5,2,4,-1,.,.,-2,0
SR-BI DiI-HDL act,-16,19,-42,8,36,-12,.,7
HTR5A ag ctr,1,5,7,-1,-2,0,-3,0
SR-BI HDL uptake,16,-19,42,-8,-36,12,9,-7
Rtt109 HAT inh,-2,12,-8,4,-12,-3,28,.
cardiac RTF act,2,-2,0,-1,-7,3,-2,4

9	CC1=CC=CN2CC(O)CN=C12 (stereo unspecified)
10	O=C(Cc1cccc2ccccc12)Nc1ccc(OC(F)F)c(Cl)c1
11	Cc1cccc(C(C)C)c1NC(=O)CN(C)Cc1cccc(F)c1
12	S=C(NCc1ccc(Cl)cc1)N1CCN(c2ccccn2)CC1
13	COc1cc(C)c(CN2CCC(n3nccc3NC(=O)C3CC3)CC2)cc1C
14	Cc1ccc(S(=O)(=O)N[C@@H](Cc2ccccc2)C(=O)CCl)cc1
15	O=C(N/N=C/c1c(O)ccc2ccccc12)c1ccc[n+](CCO)c1
16	CC(CNC1CCCCC1)OC(=O)c1ccccc1 (stereo unspecified)
Assay by compound,9,10,11,12,13,14,15,16
MITF act,-5,-14,-10,3,7,-28,-3,-3
PvdQ acylase,-22,-12,11,10,-20,1,-5,-4
dFosB act,-9,1,0,-12,-13,-9,1,2
CDK5 inh,0.6,-1.3,1.3,0.0,2.1,0.2,0.9,-0.7
Wnt act,.,.,-9,0,0,-3,1,-3
SR-BI DiI-HDL act,8,-16,15,15,18,8,-37,15
HTR5A ag ctr,1,5,-6,7,-11,13,1,-4
SR-BI HDL uptake,-8,16,-15,-15,-18,-8,37,-15
Rtt109 HAT inh,8,0,18,1,4,4,11,-3
cardiac RTF act,16,4,-8,4,2,0,10,-4

17	Cc1ccc(NC2CNC(=O)NC2=O)cc1C (stereo unspecified)
18	COc1ccc(CC(=O)Nc2cc(C)ccn2)cc1OC
19	COc1ccc(C(=O)NC(=S)Nc2nc(-c3ccc(OC)c(Br)c3)cs2)cc1Br
20	O=C(CNC(=O)c1ccc(Br)o1)NC1CCCCC1
21	Cc1cccc(N2CCN(C(=O)N3CCCCC3)CC2)c1C
22	COc1ccc(OC)c(NC(=O)CSc2nnc(Cn3c(=O)sc4ccccc43)n2C)c1
23	COc1ccc2c(c1)nc(SCC(O)c1ccccc1)n2C (stereo unspecified)
24	CCC1(c2ccccc2)NC(=O)N(CC(=O)N(C)CC(=O)Nc2ccc(F)c(F)c2F)C1=O (stereo unspecified)
Assay by compound,17,18,19,20,21,22,23,24
MITF act,-2,-2,-4,1,-1,-5,2,-1
PvdQ acylase,-13,-6,-3,-3,-6,-3,-12,-2
dFosB act,-2,-5,-2,-5,-11,10,-2,2
CDK5 inh,0.8,3.5,.,1.8,0.1,2.5,1.0,-2.2
Wnt act,-5,2,-2,-1,-1,1,5,2
SR-BI DiI-HDL act,-5,13,-62,18,1,-18,-14,-4
HTR5A ag ctr,2,-1,2,2,-1,2,3,4
SR-BI HDL uptake,5,-13,62,-18,-1,18,14,4
Rtt109 HAT inh,0,0,-8,-1,-1,5,-1,-1
cardiac RTF act,-3,8,-4,5,6,4,9,-3

25	COc1ccc(CC(=O)N(C)CC(=O)Nc2ccccc2Cl)cc1S(=O)(=O)N1CCOCC1
26	Cc1ccc([N+](=O)[O-])c(OCCN2C(=O)NC(C)(C)C2=O)c1
27	CC(C)CC(NC(=O)c1ccccc1NC(=O)c1ccccc1)C(=O)O (stereo unspecified)
28	CCn1c(Cc2ccccc2)nnc1SCC(=O)Nc1ccc(N2CCOCC2)c(Cl)c1
29	CCCOc1ccc(C2C(C(=O)c3ccc(C)o3)=C(O)C(=O)N2CCN2CCOCC2)cc1OC (stereo unspecified)
30	CCNC(=S)N1CCN(Cc2ccc3c(c2)OCO3)CC1
31	COC(=O)c1cc(OC)c(OC)cc1NC(=O)Nc1ccc(OC)cc1OC
32	CC(=O)c1cccc(NC(=O)N2CCCC2C(=O)Nc2cccc(C)c2C)c1 (stereo unspecified)
Assay by compound,25,26,27,28,29,30,31,32
MITF act,-3,-11,-4,5,.,-5,-3,-1
PvdQ acylase,-3,-7,2,-7,-4,-12,-9,-20
dFosB act,-1,-2,-10,-3,-13,0,-3,2
CDK5 inh,-8.2,-1.3,-4.0,-0.4,-4.3,0.5,-1.3,0.3
Wnt act,-2,-2,.,.,-2,2,-4,-2
SR-BI DiI-HDL act,18,2,16,-8,5,11,-3,-8
HTR5A ag ctr,7,-6,-3,-2,1,-3,-1,3
SR-BI HDL uptake,-18,-2,-16,8,-5,-11,18,8
Rtt109 HAT inh,-4,-15,.,4,-15,-4,7,6
cardiac RTF act,-2,-3,-5,5,6,4,-4,1

33	O=C1NCCN1Cc1ccc(Cl)cc1
34	CCOC(=O)N1CCN(C(=O)c2cccc(S(=O)(=O)Nc3ccc(Br)cc3)c2)CC1
35	COc1ccc(NS(=O)(=O)c2ccc(OC)c(OC)c2)cc1OC
36	CCn1ncc(CNC(=O)CCCSc2nc(-c3ccco3)cc(C(F)(F)F)n2)c1C
37	C=CC[C@@H](CC(=O)N(CCO)Cc1ccccc1)C(=O)N[C@H](COC(=O)[C@@H](CC=C)CC(=O)OC(C)(C)C)Cc1ccccc1
38	CCCS(=O)(=O)c1c(S(=O)(=O)CCC)c2cc(-c3ccncc3)ccn2c1C(=O)OC
39	COc1ccc(CCNS(=O)(=O)c2cc(C(=O)O)c(Cl)cc2Cl)cc1
40	Nc1sc2c(c1C(=O)NC1CC1)CCCC2
Assay by compound,33,34,35,36,37,38,39,40
MITF act,-3,5,-2,0,3,4,5,-3
PvdQ acylase,-1,-16,-11,2,-9,-5,-8,-2
dFosB act,-1,-7,6,-1,-16,-8,0,-2
CDK5 inh,0.4,0.6,0.2,-0.4,1.5,-0.6,-0.1,1.6
Wnt act,-1,3,-3,-2,-5,-2,0,1
SR-BI DiI-HDL act,1,8,-9,-44,-12,-33,3,17
HTR5A ag ctr,1,-3,6,-1,1,7,4,-1
SR-BI HDL uptake,-1,-8,9,44,12,33,-3,-17
Rtt109 HAT inh,-19,0,4,2,4,-22,0,11
cardiac RTF act,2,-8,2,-2,-6,0,-1,0

41	COC(=O)c1ccc(NC(=O)COC(=O)CCC2CCCC2)cc1
42	CCc1ccc(CNC(=O)C2CCN(S(=O)(=O)N3CCCC3)CC2)cc1
43	CCN1CCN(c2nc3ccccn3c(=O)c2C=O)CC1
44	COc1ccc2cc(C(=O)C3CCCN(Cc4cnc(C)s4)C3)ccc2c1 (stereo unspecified)
45	c1ccc(-c2nn[nH]n2)nc1
46	O=C(O)CSCC(=O)Nc1ccccn1
47	CCNC(=O)c1c(C)nc2ccccn12
Assay by compound,41,42,43,44,45,46,47
MITF act,-2,-5,10,1,.,.,10
PvdQ acylase,-8,9,-18,-8,-16,-12,-11
dFosB act,-5,3,-2,-18,0,0,2
CDK5 inh,0.8,-0.7,0.9,2.0,-1.1,0.1,0.0
Wnt act,2,1,1,0,-4,2,0
SR-BI DiI-HDL act,-1,-2,20,-2,-6,-7,13
HTR5A ag ctr,2,-4,4,2,0,-4,14
SR-BI HDL uptake,1,2,-20,2,6,7,-13
Rtt109 HAT inh,3,11,-7,3,-10,3,-7
cardiac RTF act,2,-2,-2,-4,1,4,3
